G9a inh = qHTS Assay for Inhibitors of Histone Lysine Methyltransferase G9a; G9a H3K9 monomethylation, AlphaScreen, 2 h; Potency, µM (top dose mostly 102 µM), without a hit: at the highest dose activity, negative = inhibition, most hits filed as inhibitors; 350,000 compounds, 8.8% hits; further: on the % scale 0 is the no-effect control and ±100 the full control effect; nearly all actives have a fitted effect of over 75% in size
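G9a (20 nM) was preincubated 15 min with compound, then reacted 2 h at room temperature with 500 nM biotin-H3K9 peptide and 20 µM SAM. Monomethyl-H3K9 detected by AlphaScreen using anti-H3K9me1 antibody.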
Tb PGK inh = qHTS Assay to Find Inhibitors of Phosphoglycerate Kinase; Phosphoglycerate kinase, glycosomal (Trypanosoma brucei brucei), P07378; PGK/GAPDH coupled, Kinase-Glo luminescence, 60 min; Potency, µM (series often up to 57.5 µM), without a hit: top-dose activity change, negative = inhibition, most hits filed as inhibitors; 380,000 compounds, 0.043% hits; AID 602233, 2012; further: on the % scale 0 is the no-effect control and ±100 the full control effect; nearly all actives have a fitted effect of over 60% in size
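Luminescent ATP detection (Kinase-Glo Plus) follows a 60-minute room-temperature incubation, with wells lacking PGK as controls. Buffer: 100 mM TEA (pH 7.6), 5 mM MgCl2, 0.01% Tween-20. Coupling enzyme GAPDH (100 nM final) supplies unstable 1,3-BPG in-well.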
Pin1 inhibitor = qHTS Assay to Find Inhibitors of Pin1. Peptidyl-prolyl cis-trans isomerase NIMA-interacting 1 (Homo sapiens), Q13526. Pin1 FP peptide displacement, HiFluor488, 10 min. Potency, µM (series often up to 115 µM), for inactives: top-dose activity, negative = inhibition, hits mostly inhibitors. 390,000 compounds, 0.009% hits. AID 504891, 2011; active means well fitted inhibition curve with a large enough effect in the polarisation, with a control signal flat, not every such curve was filed as active; inconclusive means small, poorly fitted or top-dose-only effect, or effect the other way, or a change in a side signal; inactive means no such curve, though single readings can be large or run the other way; the % refers to the polarisation; further: on the % scale 0 is the no-effect control and ±100 the full control effect
GLS inh = qHTS for Inhibitors of Glutaminase (GLS); Glutaminase kidney isoform, mitochondrial (Homo sapiens), O94925; GLS enzymatic activity, qHTS titration; Potency, µM (series often up to 45.5 µM), inactives show at the top dose activity change, negative = inhibition, hits mostly inhibitors; 410,000 compounds, 0.21% hits; AID 624170, 2012; further: on the % scale 0 is the no-effect control and ±100 the full control effect
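Two-point fluorescence kinetic (t0, 30 min RT) for hKGA; glutamate detected via glutamate oxidase–HRP–Amplex Red. Substrate: 1 mM L-glutamine solution; buffer 45 mM KH2PO4, pH 8.2.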
HP1b binding inh = HTS for Inhibitors of HP1-beta Chromodomain Interactions with Methylated Histone Tails. Chromobox protein homolog 1 (Homo sapiens), P83916. AlphaScreen HP1-beta / biotin-H3K9me3 peptide binding. Potency, µM (highest dose often 114 µM), without a hit: at the top dose activity change, negative = inhibition, actives largely listed as inhibitors. 390,000 compounds, 0.56% hits; further: nearly all actives have a fitted effect of over 70% in size; inactives centre near 23
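HP1-beta protein (50 nM final) preincubated 30 min at room temperature with biotinylated H3(1-18)K9me3 peptide (50 nM) in PBS pH 7.4, 0.01% Tween-20, then compound added for 30 min. AlphaScreen streptavidin donor/nickel chelate acceptor beads (10 ug/mL final), 30 min dark, luminescence read.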
BLM inh = qHTS Assay for Inhibitors of Bloom's syndrome helicase (BLM) | recombinant BLM DNA unwinding, fluorescence dequenching | 350,000 compounds, 0.2% hits | Potency, µM (doses to about 56.1 µM), for inactives: top-dose activity change, negative = inhibition, actives largely listed as inhibitors | AID 2528, 2010 | RecQ-like DNA helicase BLM (Homo sapiens), P54132;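 further: plate controls were vehicle for no effect and no enzyme for full effect; nearly all actives have a fitted effect of over 35% in size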
JMJD2A Tudor inh = qHTS Assay for Inhibitors of JMJD2A-Tudor Domain; AlphaScreen JMJD2A-Tudor / H3K4me3 peptide binding; AID 504339, 2011; 390,000 compounds, 4.4% hits; Potency, µM (series often up to 114 µM), for inactives: top-dose activity change, negative = inhibition, hits mostly inhibitors; further: on the % scale 0 is the no-effect control and ±100 the full control effect; nearly all actives have a fitted effect of over 50% in size
Target sequence (O75164 whole entry, looked up, the tested form may be a part): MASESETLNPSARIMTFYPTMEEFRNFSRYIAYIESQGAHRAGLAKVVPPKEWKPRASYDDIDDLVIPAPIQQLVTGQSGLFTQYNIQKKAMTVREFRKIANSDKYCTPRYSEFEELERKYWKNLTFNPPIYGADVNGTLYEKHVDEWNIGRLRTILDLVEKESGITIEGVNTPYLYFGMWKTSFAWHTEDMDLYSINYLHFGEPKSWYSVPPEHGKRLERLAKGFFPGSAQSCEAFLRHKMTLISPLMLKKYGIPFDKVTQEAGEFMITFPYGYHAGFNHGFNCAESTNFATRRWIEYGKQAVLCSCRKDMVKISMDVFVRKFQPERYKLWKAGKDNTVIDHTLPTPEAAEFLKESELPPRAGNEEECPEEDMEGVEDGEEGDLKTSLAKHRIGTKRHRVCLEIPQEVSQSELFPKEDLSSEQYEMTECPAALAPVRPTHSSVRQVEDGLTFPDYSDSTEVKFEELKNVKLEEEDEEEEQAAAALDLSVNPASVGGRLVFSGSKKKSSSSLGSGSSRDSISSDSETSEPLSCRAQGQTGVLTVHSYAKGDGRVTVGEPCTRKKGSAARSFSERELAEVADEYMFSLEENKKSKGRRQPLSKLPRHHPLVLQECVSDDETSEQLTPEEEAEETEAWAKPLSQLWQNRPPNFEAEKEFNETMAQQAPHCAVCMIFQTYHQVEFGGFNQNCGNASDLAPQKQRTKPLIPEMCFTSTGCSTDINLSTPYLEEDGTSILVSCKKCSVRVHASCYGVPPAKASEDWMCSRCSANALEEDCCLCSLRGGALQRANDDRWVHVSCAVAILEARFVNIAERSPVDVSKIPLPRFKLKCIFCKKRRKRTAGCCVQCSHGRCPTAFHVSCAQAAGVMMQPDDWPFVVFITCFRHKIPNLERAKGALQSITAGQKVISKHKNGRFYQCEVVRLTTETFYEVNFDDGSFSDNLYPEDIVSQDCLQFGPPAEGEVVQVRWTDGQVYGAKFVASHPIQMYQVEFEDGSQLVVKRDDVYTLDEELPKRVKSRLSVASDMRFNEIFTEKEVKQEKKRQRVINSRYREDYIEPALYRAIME
Pol iota inh = qHTS for Inhibitors of Polymerase Iota | Pol iota fluorescent replication assay, 10 min | 390,000 compounds, 1% hits | DNA polymerase iota (Homo sapiens), Q9UNA4 | Potency, µM (series often up to 115 µM), without a hit: top-dose activity, negative = inhibition, usual class: inhibitors
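Pol iota at 10 nM preincubated 15 min with compounds at room temperature; reaction started with fluorescent substrate, 50 nM final. Fluorescence read kinetically at 0 and 10 min; buffer-only wells as negative control.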
BAZ2B inh = qHTS Assay for Inhibitors of BAZ2B. Bromodomain adjacent to zinc finger domain protein 2B (Homo sapiens), Q9UIF8. AlphaScreen BAZ2B-H3K14Ac peptide displacement. Potency, µM (titrated, usually from 114 µM), for inactives: at the highest dose activity change, negative = inhibition, actives largely listed as inhibitors. 360,000 compounds, 4.4% hits; further: on the % scale 0 is the no-effect control and ±100 the full control effect; nearly all actives have a fitted effect of over 60% in size
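Inhibition is scored as reduced AlphaScreen emission. The BAZ2B/b-H3(5-23)K14Ac complex (50 nM each) in PBS pH 7.4, 0.01% Tween-20 meets compound (up to 110 uM) for 30 min at RT before bead addition.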
Active calls of the source: *; i = inactive; ? = inconclusive; · = no result given; [ ] = dose if it differs, or a comment. Unless noted, the call rests on the fitted dose curve; in most records, active means well fitted curve in the direction sought with a large enough effect; inconclusive means small, poorly fitted or top-dose-only effect, or another doubt; inactive means no such curve, though single readings can be large; an effect the other way counts as inactive or inconclusive. Potency means the concentration at half of the fitted maximal effect.

Values run as follows: BLM inh, Tb PGK inh, Pol iota inh, JMJD2A Tudor inh, HP1b binding inh, BAZ2B inh, G9a inh, GLS inh, Pin1 inhibitor
O=[N+]([O-])c1ccc(Sc2n[nH]c(-c3ccncc3)n2)nc1
  -11%, 3%, -22%, -9%, 36%, -1%, 45µM*, 6%, -1%
Cc1ccc(-c2noc(CCC(=O)NCc3ccc4c(c3)OCO4)n2)cc1
  1%, i, 10%, 10%, 33%, 5%, 7%, -5%, 0%
Cc1ccc(NC(=O)/C(C#N)=C/c2ccccc2C(F)(F)F)cc1
  3%, -2%, 16%, -13%, 22%, 3%, 1%[59 µM], -2%, 10%
COc1ccc(NC(=O)c2ccco2)c(NC(=O)c2ccc([N+](=O)[O-])cc2)c1
  -4%, -5%, 4%, 6%, 26%, -4%, ·, -1%, 0%
Cc1cccc(OC(C)C(=O)N2CCN(Cc3ccc4c(c3)OCO4)CC2)c1 (stereo unspecified)
  -2%, -4%, 1%, -17%, 3%, -18%, 27%, 1%, -1%
O=C(/C=C/c1ccccc1Cl)N1CCC(c2nc3ccccc3o2)CC1
  -2%, i, 30%, -15%, 22%, -7%, 0%[59 µM], -2%, 2%
COc1ccccc1C(=O)N/N=C(\C)CC(=O)Nc1ccccn1
  -3%, -2%, ?, -4%, 4%, -28%, 8%, 0%, 3%
Cc1cccc(N/C(N)=N/c2nc(C(F)(F)F)cc(C(F)(F)F)n2)c1
  -3%, 2%, 22%, -5%, 38%, -11%, -29%, -1%, -13%
Cc1ccc2c(C)c(C(=O)N(Cc3ccccc3)C3CCS(=O)(=O)C3)oc2c1 (stereo unspecified)
  -9%, -9%, 137%[activator], -34%, -10%, -5%, -8%, 25%, 0%
O=C(CN(CCc1ccccc1)C(=O)CNS(=O)(=O)c1ccc(F)cc1)NCc1ccco1
  1%, 9%, 12%, -19%, 9%, -24%, -24%, 14%, -5%

Only GLS inh and Pol iota inh, for some of the entries so far:
compound,GLS inh,Pol iota inh
Cc1cccc(N/C(N)=N/c2nc(C(F)(F)F)cc(C(F)(F)F)n2)c1,-1%,22%
Cc1cccc(OC(C)C(=O)N2CCN(Cc3ccc4c(c3)OCO4)CC2)c1 (stereo unspecified),1%,1%
Cc1ccc(NC(=O)/C(C#N)=C/c2ccccc2C(F)(F)F)cc1,-2%,16%

Later entries:
Values run as follows: BLM inh, Tb PGK inh, Pol iota inh, JMJD2A Tudor inh, HP1b binding inh, BAZ2B inh, G9a inh, GLS inh, Pin1 inhibitor
COC(=O)C1CC(=O)N(Cc2ccccc2)C1 (stereo unspecified)
  -2%, -7%, ?, -13%, 3%, -1%, 13%, 2%, 2%
COc1ccccc1OCCNC(=O)Cc1ccc(S(=O)(=O)N2CCOCC2)s1
  ·, 8%, 8%, -4%, 14%, 2%, -30%, 2%, -1%
O=C(COC(=O)COc1ccccc1)NC1CCCC1
  ·, -1%, -2%, -8%, 40%[activator], 11%, 9%[59 µM], 3%, 33%[activator]
COc1cc(OC)cc(C(=O)N[C@H](C(=O)OCc2cc(=O)oc3cc(C)ccc23)C(C)C)c1
  -3%, -2%, 40%[activator], -14%, 35%, 1%, -8%[59 µM], 6%, 9%
COc1cc(OC)cc(-c2sc3ccc(OC)cc3c2C#CCO)c1
  ·, 3%, 11%, ?, 45%[activator], ·, ·, -3%, ?
COc1ccc(NC(=O)CCNS(=O)(=O)c2ccccc2F)cc1S(=O)(=O)N1CCOCC1
  ·, -9%, 8%, -13%, 27%, ·, ·, 0%, -1%
Cc1ccc(S(=O)(=O)N2CCN(Cc3nc4ccc(C)cc4o3)CC2)cc1
  0%, -11%, 11%, -11%, 9%, 0%, -4%[59 µM], -9%, 0%
CCCCCCc1nc(C(N)=O)c2[nH]c(=O)n(-c3ccc(OCC)cc3)c2n1
  1%, i, 27%, -18%, 23%, -7%, -11%, -5%, -1%
CCCCn1c(N)c(N(CCC(C)C)C(=O)C2CCCC2)c(=O)[nH]c1=O
  ·, i, -16%, -5%, 51%[activator], -3%, 20µM*, -3%, 0%
CCC(C)NC(=O)CCSCCC(=O)NC(C)CC (stereo unspecified)
  -2%, -2%, 6%, -9%, 28%, 9%, 5%[59 µM], 0%, 1%
COc1ccc(-c2nc(NC(=O)CCNC(=O)c3ccco3)sc2C)cc1
  -3%, 0%, 15%, ?, -1%, ·, -42%, 1%, 1%
O=C(Nc1ncn[nH]1)c1ccccc1O
  -5%, -2%, -9%, -27%, 42%[activator], 79µM*, 0%[59 µM], 2%, 0%
CC1CC2(NC(=O)NC2=O)C(C)CN1C (stereo unspecified)
  2%, -15%, 15%, -8%, 22%, 6%, 17%[59 µM], 0%, 5%
CSc1ncccc1C(=O)OCC(=O)N(C)C
  -3%, -6%, 46%[activator], -5%, 18%, 0%, 11%, -8%, 4%
CCOc1ccc(Nc2ncnc3scc(-c4ccc(OC)cc4)c23)cc1
  -15%, i, 29%, -1%, 52%[activator], -2%, 2%[12.7 µM], 7%, -3%
O=C(NCCN1CCCCC1)c1ccc(Oc2cc(Cl)cc(Cl)c2)o1
  8%, -1%, 50%[activator], -32%, -7%, -2%, -7%, -8%, 0%
C=CCN1CCCC1CNC(=O)c1cc2[nH]nnc2cc1OC (stereo unspecified)
  ·, 9%, -12%, -4%, 27%, -6%, -24%[59 µM], 15%, -4%
Cc1ccc(N2CC(C(=O)Nc3ncc([N+](=O)[O-])s3)CC2=O)cc1 (stereo unspecified)
  -4%, -8%, 1%, -16%, 39%, -18%, ·, 0%, -9%
CC(=O)N1c2ccc(S(=O)(=O)NCCC(=O)Nc3ccc(F)cc3)cc2CC1C (stereo unspecified)
  -2%, -9%, 21%, 5%, 30%, -11%, 8%[59 µM], -12%, -8%
CN(C)S(=O)(=O)c1ccc(SCC(=O)N2CC(=O)Nc3ccccc32)nc1
  ·, -2%, 47%[activator], -5%, 23%, 3%, ?, -5%, -8%
C#Cc1ccc([C@H]2C=C(C(=O)OCC=C)O[C@@H](OCC)[C@@H]2CCCO)cc1
  -11%, -6%, 24%, -3%, 23%, -13%, 8%[12.7 µM], 5%, -2%
NC(=O)CC(NC(=O)Cc1cccc2ccccc12)c1ccc(NCCc2ccccc2F)c([N+](=O)[O-])c1 (stereo unspecified)
  -4%, -9%, -7%, -12%, 21%, -22%, -27%[12.7 µM], -2%, ?
COc1ccc(C(=O)OCC(=O)NC2CCCCCC2)c(OC)c1
  ·, -7%, -12%, 7%, 8%, -3%, 6%, -1%, -4%
Cc1ccc(OC(C)C(=O)Nc2ccc(S(=O)(=O)N3CCOCC3)cc2)cc1 (stereo unspecified)
  -6%, i, 17%, -13%, 9%, -13%, ·, 0%, 0%
C=CC[C@H](CC(=O)NCCO)C(=O)N[C@H](COC(=O)[C@H](CC=C)CC(=O)OC(C)(C)C)Cc1c[nH]c2ccccc12
  ·, -4%, 3%, -32%, 4%, ·, ·, 4%, 2%
Nc1nc(-c2ccc(F)cc2)cs1
  -2%, -8%, 8%, -23%, -39%, ?, 45µM*, -11%, -9%
Cc1ccc(CC(=O)NCCCc2ccccc2)cc1
  -4%, -6%, -14%, 14%, 14%, 1%, -12%[59 µM], 10%, -1%
Oc1ccc(C2=Nn3c(nnc3-c3ccco3)SC2)cc1O
  ?, ?, 2.2µM*, 45µM*, ?, ?, 13µM*, ?, ?
CC(=O)Oc1ccc(C(=O)NC(C)CCc2ccccc2)cc1 (stereo unspecified)
  -2%, -9%, 0%, -1%, 32%, 3%, -2%, 7%, -7%
COc1ccc(NC(=O)C2CCN(C(=O)[C@@H]3Cc4ccccc4CN3)CC2)cc1
  -1%, 2%, -1%, -19%, 35%, ?, ?, -8%, 0%
COC(CNC(=O)C(=O)NCC1OCCN1S(=O)(=O)c1ccccc1)OC (stereo unspecified)
  ·, i, -2%, -3%, 25%, ·, ·, -8%, 5%
Cc1cc(NC(=O)CCN2C(=O)C3C4C=CC(C4)C3C2=O)c2ccccc2n1 (stereo unspecified)
  2%, -10%, -1%, -10%[11.4 µM], 55%[activator], 7%, 6%[12.7 µM], -16%, -1%
Cn1c(CN2CCCC2)nc2cc(NC(=O)COc3ccc([N+](=O)[O-])cc3)ccc21
  -6%, i, 5%, -15%, 32%, -31%, -5%, 0%, 4%
COc1ccc(N(CC(=O)NCCC2=CCCCC2)S(C)(=O)=O)cc1OC
  -1%, 4%, 2%, 4%, 41%, 6%, 14%[12.7 µM], -4%, -4%
Cc1cc(N2CCCCC2)nc2c(C)cccc12
  -4%, 2%, 157%[activator], 76%[activator][57.1 µM], 253%[activator], 135%[activator], 241%[activator], 3%, -8%
Cn1c(SCC(=O)Nc2ccc3c(c2)CCC3)nnc1C1CC1
  ·, i, 13%, -8%, 20%, -18%, 25%[12.7 µM], -9%, -6%
Cn1c(=O)c(C(=O)NCc2ccccc2Cl)c(O)c2ccccc21
  -12%, -4%, 26%, -1%, 35%, 1%, ·, 1%, 2%
Nc1nc(SCC(=O)NCC2CCCO2)n[nH]1 (stereo unspecified)
  -2%, 5%, -2%, -5%, 29%, 1%, 1%[59 µM], 42%[activator], 2%

Not all compounds are listed; the hit share may differ from the screen's.
